Compound activity from PubChem BioAssay.
CAL-PDZ inh HTS = untagged CAL PDZ binding inhibitors, primary screen, biochemical, fluorescence polarization, HTS | Golgi-associated PDZ and coiled-coil motif-containing protein (Homo sapiens), Q9HD26 | purified CAL PDZ, TMR-peptide fluorescence polarization, 1 h | inhibition, % at 24.9 µM | actives 0.92% (n = 300,000) | AID 602252, 2012;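 active = mean inhibition of at least 30% with at least half of replicates also reaching 30%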;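 also: 0% = DMSO neutral control and 100% = excess unlabeled competitor peptide PRC23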
HTR5A ag ctr = HTR5A agonists in luminescence cell assay, primary screen, counter-screen for OPRM1-OPRD1 heterodimer agonist project, full-deck HTS; 5-hydroxytryptamine receptor 5A (Homo sapiens), P47898; cell-based; actives 0.61% (n = 340,000); activation, % at 9.3 µM; AID 504692, 2011; in the data active = activation mostly above about 9.5%, no sharp cut-off; inactive = mostly below about 7.6%;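 also: 0% = cells with vehicle only and 100% = reference agonist; strong numbers were not always called active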
Target sequence (P47898 whole entry, looked up): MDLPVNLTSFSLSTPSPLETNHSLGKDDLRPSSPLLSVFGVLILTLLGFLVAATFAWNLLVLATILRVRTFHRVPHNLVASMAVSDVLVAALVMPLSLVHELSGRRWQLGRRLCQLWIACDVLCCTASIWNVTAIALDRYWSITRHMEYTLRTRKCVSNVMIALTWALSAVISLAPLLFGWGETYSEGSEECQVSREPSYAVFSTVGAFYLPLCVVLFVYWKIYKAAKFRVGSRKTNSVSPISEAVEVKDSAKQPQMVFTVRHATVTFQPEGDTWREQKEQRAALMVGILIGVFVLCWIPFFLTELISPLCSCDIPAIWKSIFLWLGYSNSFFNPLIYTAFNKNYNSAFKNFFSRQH
OPRM1-OPRD1 inv = inverse agonists of MOR-DOR heterodimerization, primary screen, cell-based, luminescence; cell-based MOR-DOR heterodimer luminescence, inverse agonism; inhibition, % at 9.3 µM; Mu-type opioid receptor (Homo sapiens) + Delta-type opioid receptor (Homo sapiens), …; actives 0.21% (n = 340,000); AID 504357, 2011; in the data active = inhibition above about 22%, passing the limit was not always enough;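 also: 0% = cells with DMSO and 100% = wells without cells with DMSO; values of inactives mirror those of a sister screen read the other way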
C-LANA FP = inhibitors of KSHV C-LANA binding to DNA, primary screen, biochemical, fluorescence polarization, FAM-LBS DNA, MBP-C-LANA, single point; inhibition, % at 9 µM; actives 0.078% (n = 340,000); AID 504423, 2011;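 active = highest replicate inhibition at or above 60% at 9 µM, even if other replicates fall short; inactive = all replicates below 60% inhibition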;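 also: 0% = neutral control wells and 100% = 4 µM acridine orange control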
RTF Ca sens inh = cardiac RTF calcium sensitivity inhibitors, primary screen, biochemical, IANBD-TnC fluorescence, EC70 calcium; AID 493244, 2011; IANBD-labeled cardiac RTF, Ca2+ fluorescence; Troponin I, cardiac muscle (Homo sapiens) + Troponin T, cardiac muscle (Homo sapiens) + …; inhibition, % at 7.15 µM; actives 0.12% (n = 340,000);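 active = inhibition above the mean inhibition of all tested compounds plus 3 SD, cut at about 17% in these data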;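 also: assay run at fixed EC70 calcium of 1.6 mM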
V-ATPase pH = regulators of yeast V-ATPase proton pumping, primary screen, pHLuorin cytosolic pH fluorescence | response, % at 10 µM | actives 0.37% (n = 350,000) | S. cerevisiae; in the data active = response mostly above about 7.3%, no sharp cut-off; inactive = mostly below about 5.4%; also: actives read high; inactives centre near 0; some compounds called inactive have numbers as strong as hits; reference of the scale not given here
RTF Ca sens act = cardiac RTF calcium sensitivity activators, primary screen, biochemical, IANBD-TnC fluorescence, EC20 calcium; actives 0.24% (n = 340,000); activation, % at 7.2 µM; IANBD-labeled TnC RTF fluorescence at EC20 calcium; 0% EC20 calcium, 100% full calcium; AID 493008, 2010; Troponin I, cardiac muscle (Homo sapiens) + Troponin T, cardiac muscle (Homo sapiens) + …;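 active = activation above the mean over all tested compounds plus 3 SD, cut at about 30% in these data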;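 also: rise in fluorescence read as greater calcium sensitivity of cardiac thin filaments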
HTR5A inv ctr = HTR5A inverse agonists in luminescence cell assay, primary screen, counter-screen for OPRM1-OPRD1 heterodimer inverse agonist project, full-deck HTS; 5-hydroxytryptamine receptor 5A (Homo sapiens), P47898; inhibition, % at 9.3 µM; HTR5A cell line, inverse agonism; actives 0.083% (n = 340,000); in the data active = inhibition mostly above about 23%, no sharp cut-off; inactive = mostly below about 18%;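 also: 0% = cells with DMSO and 100% = no-cell wells with DMSO; some compounds called inactive have numbers as strong as hits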
Keap1 Nrf2 FP = Keap1-Nrf2 protein-protein interaction inhibitors, primary screen, biochemical, fluorescence polarization, single point. Kelch-like ECH-associated protein 1 (Homo sapiens), Q14145. Keap1 Kelch-Nrf2 peptide fluorescence polarization, 1536-well. inhibition, % at 9.4 µM. actives 0.15% (n = 340,000). AID 504523, 2011; in the data active = inhibition above about 12%;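 also: human Keap1 Kelch domain with fluorescein labeled Nrf2 9mer peptide probe; 0% = neutral control wells and 100% = peptide positive control; higher means more block of Keap1 binding to Nrf2 peptide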
Target sequence (Q14145 whole entry, looked up, the tested form may be a part): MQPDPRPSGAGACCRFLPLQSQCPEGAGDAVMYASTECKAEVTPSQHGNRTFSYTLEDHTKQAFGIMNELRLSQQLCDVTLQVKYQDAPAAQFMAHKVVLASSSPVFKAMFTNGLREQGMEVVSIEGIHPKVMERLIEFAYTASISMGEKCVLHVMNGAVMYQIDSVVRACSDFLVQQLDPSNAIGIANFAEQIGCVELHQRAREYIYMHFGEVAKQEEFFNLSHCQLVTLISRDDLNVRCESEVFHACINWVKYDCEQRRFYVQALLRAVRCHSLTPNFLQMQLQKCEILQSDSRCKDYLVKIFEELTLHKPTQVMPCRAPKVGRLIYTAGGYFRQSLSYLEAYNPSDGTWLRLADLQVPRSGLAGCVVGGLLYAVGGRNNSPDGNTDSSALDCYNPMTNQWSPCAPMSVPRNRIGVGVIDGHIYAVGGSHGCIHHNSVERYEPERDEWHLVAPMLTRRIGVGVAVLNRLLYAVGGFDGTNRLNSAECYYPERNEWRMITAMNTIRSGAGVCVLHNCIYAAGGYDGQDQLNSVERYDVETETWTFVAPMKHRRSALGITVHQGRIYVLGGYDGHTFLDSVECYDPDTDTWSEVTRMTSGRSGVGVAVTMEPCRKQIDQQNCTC
OPRM1-OPRD1 ag = agonists of OPRM1-OPRD1 heterodimerization, primary screen, cell-based, luminescence | Mu-type opioid receptor (Homo sapiens) + Delta-type opioid receptor (Homo sapiens), … | cells | activation, % at 9.3 µM | actives 0.3% (n = 340,000); in the data active = activation above about 18%;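 also: 0% = vehicle-treated cells and 100% = reference agonist; values of inactives mirror those of a sister screen read the other way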
An asterisk follows results filed as active; nt = not tested or not shown.

Sequence of screens – OPRM1-OPRD1 ag	HTR5A ag ctr	C-LANA FP	Keap1 Nrf2 FP	RTF Ca sens inh	OPRM1-OPRD1 inv	V-ATPase pH	HTR5A inv ctr	RTF Ca sens act	CAL-PDZ inh HTS
CC(=O)n1cc([C@@H]2C=C(C(=O)NCc3ccccc3)O[C@H](OCCCCO)C2)c2ccccc21
→ -1.7	1.1	1.1	-2.6	8.6	9.6	-2.9	5.4	2.0	-2.4
O=C(CN(C(=O)c1csnn1)c1ccc(F)c(Cl)c1)NCc1ccc(F)cc1
→ -1.8	-6.1	1.8	1.5	1.6	10.1	-1.1	14.8	0.2	-5.4
O=C(CSC1=NS(=O)(=O)c2ccccc2N1)Nc1ccc(F)cc1
→ 2.6	4.7	-0.7	-5.2	-2.3	-14.3	-3.6	-11.8	8.1	-3.1
Cc1ccc(S(=O)(=O)NCc2ccc3[nH]c(C)cc3c2)cc1
→ 0.8	-2.2	0.3	-8.6	-7.9	-4.5	-2.7	-17.5	0.8	3.8
CCOc1ccc2nc(SCc3ccc(CC(=O)O)cc3)c(C#N)cc2c1
→ 0.2	-0.4	0.0	-0.9	5.3	-0.9	-3.8	12.1	-4.3	-1.1
COC(=O)/C=C1/N/C(=N\c2nc(C)cc(C)n2)N(c2cccc(C)c2)C1=O
→ -1.4	-1.4	0.6	0.3	-4.0	7.1	1.9	3.7	2.8	-7.2
O=C(NCc1cccc(Br)c1)C1CC(c2cc(C(F)(F)F)cc(C(F)(F)F)c2)=NO1 (stereo unspecified)
→ -1.6	1.5	0.5	-1.8	-12.4	8.7	-0.5	-13.6	-6.0	0.8
CCN(CC)CCCNC(=O)Cn1cc2c(n1)CCC(C)C2 (stereo unspecified)
→ -1.5	2.6	3.5	0.3	-3.9	7.4	0.1	-6.8	1.6	3.7
CCOc1ccccc1NC(=S)NC1CCCCC1
→ -2.4	-2.7	1.3	3.3	-2.2	12.3	-0.4	7.0	3.3	0.1
Cn1ccc2cc(OCc3ccccc3)ccc21
→ 2.5	0.8	0.7	-5.6	-1.7	-12.9	-1.7	-2.8	-6.3	6.4
O=C(CSc1nc2ccccc2o1)NC1CCCC1
→ -0.8	-0.4	0.7	-0.8	-2.8	4.3	-3.4	0.9	-2.6	-2.4
Cc1cc(-c2nc3ccccc3c(=O)o2)ccc1[N+](=O)[O-]
→ -1.5	-2.0	8.4	-0.8	-14.0	6.8	5.0	7.3	-0.7	-4.6
CCOC(=O)c1c(C2COc3ccccc3O2)csc1NC(=O)c1ccco1 (stereo unspecified)
→ -4.2	-0.9	-0.1	-5.1	1.2	22.9	-1.9	3.1	0.2	-1.2
CCCc1nc2c(nnn2Cc2ccccc2Cl)c(=O)[nH]1
→ -0.5	1.1	0.2	-6.1	-3.5	2.3	-4.9	20.4	4.4	4.1
CC(=O)N1c2ccc(S(=O)(=O)N3CCCC(C(=O)Nc4cccc(F)c4)C3)cc2CC1C (stereo unspecified)
→ 4.6	13.3	-0.8	-2.2	-4.7	-27.1	1.6	-40.4	2.3	nt
Cc1nn(C)cc1/C=N/NC(=O)Cn1nccc1C
→ -2.6	0.3	0.4	-6.0	-8.1	13.7	0.6	-7.8	-1.7	-2.5
O=C(NC1=NCCS1)c1ccc(Cl)c(S(=O)(=O)N2CCCC2)c1
→ 0.6	-1.1	0.8	-6.5	-4.0	-3.5	4.9	2.7	3.4	2.8
Cn1ccnc1SCc1ccc(Cl)cc1Cl
→ 0.4	1.9	2.3	-5.3	-2.8	-2.7	2.5	6.9	-1.5	-5.8
CSCCC(NC(=O)c1ccccc1)C(=O)NCCCn1nc(C)cc1C (stereo unspecified)
→ -2.1	-1.0	-1.0	-2.4	6.0	8.7	1.7	2.5	11.8	-3.6
CCOC(=O)C(C)Sc1nc(=O)n2ccccc2n1 (stereo unspecified)
→ -2.0	-3.8	-1.7	-4.6	-7.9	10.1	-2.2	9.7	2.8	nt
O=C(CCNS(=O)(=O)c1ccccc1)NCCCSc1ccccc1
→ -2.8	7.8	-0.5	-0.2	1.8	14.9	-1.6	-0.5	-0.1	-6.4
Cn1ncc(N=Cc2ccccc2)c1C(N)=O
→ -1.6	-2.0	-2.3	-6.9	-6.1	6.7	-0.4	6.0	-0.9	2.4
Nn1c(SCC(=O)Nc2ccc(F)cc2F)nnc1-c1cccnc1
→ -0.5	-0.1	0.2	-4.9	-9.0	2.7	4.9	-18.1	3.0	-3.5
CCOc1ccccc1OCCOCCOc1ccccc1[N+](=O)[O-]
→ -0.8	-5.1	-0.9	-2.1	-5.2	4.4	-0.6	18.7	6.3	-3.8
COCCNc1ccc(S(=O)(=O)N2CCCC2)cn1
→ 0.9	4.9	0.9	0.6	-0.2	-4.5	0.3	-13.2	4.2	-2.6
COc1cc(C(=O)NCC(=O)n2nc(C)cc2C)cc(OC)c1OC
→ -3.0	-1.9	1.7	0.2	-1.9	15.4	5.1	9.0	-0.8	-33.3
COc1ccc(S(=O)(=O)c2ccc(OC)c(OC)c2)cc1OC
→ -1.8	5.1	-0.6	2.4	-8.2	7.6	2.6	-12.2	-3.1	4.7
COc1ccccc1NC(=O)Cn1c(O)c(N=NC(=O)c2ccccc2O)c2ccccc21
→ -2.2	3.4	0.1	1.6	-1.2	11.1	-91.8	23.2	-7.0	nt
COC(=O)CSc1nc2cc(OC)ccc2n1C
→ -1.9	-3.6	0.3	-5.5	7.2	9.6	-1.5	10.6	6.9	-6.5
COc1ccc(C=NCCCN2CCOCC2)cc1
→ -2.3	-1.0	-0.3	-3.2	-4.0	9.6	0.0	2.4	2.1	6.6
CCOCCCNCc1ccc(OC)cc1
→ -2.1	-2.0	0.3	2.6	3.4	10.6	-6.0	-3.5	-5.3	-2.2
COc1ccc(C(=O)OCC(=O)c2ccc3c(c2)NC(=O)CO3)cc1OC
→ -1.6	-0.8	-1.6	-9.7	-5.7	6.8	-0.7	1.9	1.4	-1.4
COc1nc2ccccc2nc1N1CCN(c2ccc(F)cc2)CC1
→ 3.4	-5.2	3.1	2.1	-10.3	-15.8	0.5	18.4	-1.6	1.8
Cc1ccc(C)c(NC(=O)N2CCc3ccccc3C2)c1
→ -2.3	4.7	-2.1	-4.0	1.1	12.4	1.9	12.1	0.5	-0.8
CCCNC(=O)NCc1ccc(N2CCCC2=O)cc1
→ -1.9	-2.4	-0.1	-3.7	-0.7	9.5	-3.3	22.9	5.1	-2.7
CCN(C1CCCCC1)S(=O)(=O)c1ccc(S(=O)(=O)N(CC(=O)Nc2ccccc2)C2CC2)cc1
→ 1.5	-2.4	-0.7	-4.6	-8.8	-7.9	-5.2	-33.5	9.3	-3.6
O=C(CSc1ncc(-c2ccccc2)nn1)NCc1ccco1
→ 0.1	1.5	0.8	3.9	-3.1	-0.5	-3.1	-2.1	-4.4	2.7
CN1C(=O)C2ON(c3ccccc3)C(c3cccs3)C2C1=O (stereo unspecified)
→ -1.4	-3.8	0.1	-1.5	-33.5	7.2	2.2	-1.4	2.5	-4.0
CCN1C(=O)c2ccccc2S(=O)c2ccc(C(=O)NC3CC3)cc21 (stereo unspecified)
→ -2.8	0.4	-0.5	-1.5	-4.5	15.3	2.9	-24.9	7.0	nt
COc1ccc(-n2nc(C(=O)NCC(=O)NC3CCCC(C)C3C)c3ccccc3c2=O)c(OC)c1 (stereo unspecified)
→ -2.0	2.3	0.4	-4.9	-3.2	12.3	0.6	-4.0	-2.7	-0.4
COc1ccc(Cl)cc1NC(=O)c1cc(C)no1
→ -1.1	-1.4	0.0	1.6	-6.1	4.9	-2.7	5.0	10.2	2.6
O=C(NCc1ccco1)C1CCCN(S(=O)(=O)c2cnc[nH]2)C1 (stereo unspecified)
→ -2.5	4.2	0.7	0.7	-2.3	12.7	0.9	-12.4	-0.7	-4.5
COc1ccc(C(CNC(=O)COc2ccc(F)cc2Br)N2CCCC2)cc1 (stereo unspecified)
→ 1.1	-3.2	0.2	-1.3	-1.9	-5.5	-0.9	8.0	5.0	-23.8
O=S(=O)(N(Cc1ccccc1)[C@H](CO)Cc1ccccc1)N(Cc1ccccc1)[C@H](CO)Cc1ccccc1
→ 2.2	2.1	0.7	-2.6	-2.0	-10.0	2.8	2.6	-1.9	-1.3
Cc1cc(NC(=O)Nc2ccc(F)cc2)no1
→ -1.6	-4.5	-0.3	-4.8	3.4	8.8	2.5	-1.9	-5.3	nt
CCCCn1nc(C(=O)NC2CCCCCC2)c2ccccc2c1=O
→ 10.6	0.5	-0.5	-3.7	0.0	-52.8	-1.9	-2.0	-5.5	-9.2
CC[N+](CC)(CC)CCOc1ccc(/C=C/c2ccccc2)cc1
→ -0.4	1.6	-1.7	-5.8	-3.9	2.4	-1.2	-5.3	11.7	-1.4
COc1ccc(-c2nnnn2C)cc1S(=O)(=O)NCCc1ccccc1
→ -0.7	2.5	0.3	0.5	-7.4	3.5	-0.5	-6.5	1.0	-1.8
COc1ccc(C(=O)Nc2cccc(C(=O)O)c2)cc1S(=O)(=O)N1CCCC1
→ -1.6	4.2	-2.0	-0.4	6.6	8.6	-0.6	5.5	0.1	-5.1
Cc1cc(C)c2ccc(NN)nc2c1O
→ 1.1	-2.8	0.0	-1.9	-14.4	-6.8	6.9	7.5	3.3	-2.1
O=C(Nc1ccc(F)cc1)C1CCCN1S(=O)(=O)c1ccc(Br)cc1 (stereo unspecified)
→ -3.0	-2.8	0.6	-2.2	-5.0	9.7	-1.2	17.7	-3.9	-4.7
CCOc1ccc(S(=O)(=O)NCCCN2CCOCC2)cc1
→ -0.6	6.6	-0.3	-0.1	-3.9	3.2	1.8	-8.4	0.0	-9.3
CCCN(CC(=O)Nc1cc(C)on1)CC(=O)Nc1ccc(F)c(F)c1F
→ -3.3	7.0	-0.5	3.5	-5.2	12.8	-3.9	-17.5	-2.7	48.7*
Cc1cc(Cl)ccc1NC(=O)c1ccc2c(c1)CCN2S(C)(=O)=O
→ -2.8	-0.9	0.6	2.4	-3.3	13.8	-5.9	3.2	-10.9	-3.8
Cc1cc(C)n2nc(SCC(=O)N3CCCC3)nc2n1
→ -2.0	-1.2	0.7	-2.3	-3.9	9.9	0.0	4.7	-3.6	nt
